G9a block: G9a (human) methyltransferase inhibition; Q96KQ7; Potency, µM (doses to about 102 µM), for the others: at the highest dose activity, negative = inhibition, actives largely listed as inhibitors; hit rate 8.8% among 350,000; G9a H3K9 monomethylation, AlphaScreen, 2 h; further: potency means the concentration at half of the fitted maximal effect; on the % scale 0 is the no-effect control and ±100 the full control effect; nearly all actives have a fitted effect of over 75% in size
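Enzyme 20 nM + cpd, 15 min RT; add b-H3K9 pep 500 nM / SAM 20 uM; 2 h RT; anti-H3K9me1 Ab 0.5 ug/mL + SA donor / anti-rabbit acceptor beads 20 ug/mL each, 10 min; AlphaScreen read.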
GLS inhibitor: inhibitors of human glutaminase (GLS) | O94925 | GLS enzymatic activity, qHTS titration | Potency, µM (doses to about 45.5 µM), inactives show at the top dose activity change, negative = inhibition, hits mostly inhibitors | hit rate 0.21% among 410,000; further: potency means the concentration at half of the fitted maximal effect; on the % scale 0 is the no-effect control and ±100 the full control effect
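hKGA in 45 mM KH2PO4 pH 8.2, 0.02% Tween-20 with pin-transferred compounds; 1 mM L-glutamine (stock) plus glutamate oxidase/HRP/Amplex Red coupling added. Fluorescence read initially and after 30 min at RT.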
Pin1 inh: blocks the human prolyl isomerase Pin1. Pin1 FP peptide displacement, HiFluor488, 10 min. Potency, µM (series often up to 115 µM), inactives show at the highest dose activity, negative = inhibition, usual class: inhibitors. hit rate 0.009% among 390,000. AID 504891; active means well fitted inhibition curve with a large enough effect in the polarisation, with a control signal flat, not every such curve was filed as active; inconclusive means small, poorly fitted or top-dose-only effect, or effect the other way, or a change in a side signal; inactive means no such curve, though single readings can be large or run the other way; the % refers to the polarisation; further: potency means the concentration at half of the fitted maximal effect; on the % scale 0 is the no-effect control and ±100 the full control effect
Target sequence (Q13526 whole entry, looked up): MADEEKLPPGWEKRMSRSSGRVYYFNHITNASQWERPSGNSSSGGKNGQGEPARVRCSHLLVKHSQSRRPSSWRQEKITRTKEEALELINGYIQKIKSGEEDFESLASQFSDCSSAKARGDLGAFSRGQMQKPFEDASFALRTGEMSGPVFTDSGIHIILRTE
Tb PGK inh: inhibitors of T. brucei phosphoglycerate kinase; P07378; PGK/GAPDH coupled, Kinase-Glo luminescence, 60 min; Potency, µM (top dose mostly 57.5 µM), without a hit: at the top dose activity change, negative = inhibition, most hits filed as inhibitors; hit rate 0.043% among 380,000; AID 602233; further: potency means the concentration at half of the fitted maximal effect; on the % scale 0 is the no-effect control and ±100 the full control effect; nearly all actives have a fitted effect of over 60% in size
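Luminescent ATP detection (Kinase-Glo Plus) follows a 60-minute room-temperature incubation, with wells lacking PGK as controls. Buffer: 100 mM TEA (pH 7.6), 5 mM MgCl2, 0.01% Tween-20. Coupling enzyme GAPDH (100 nM final) supplies unstable 1,3-BPG in-well.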
BAZ2B block: inhibitors of human BAZ2B bromodomain; Q9UIF8; AlphaScreen BAZ2B-H3K14Ac peptide displacement; Potency, µM (titrated, usually from 114 µM), for the others: at the top dose activity change, negative = inhibition, most hits filed as inhibitors; hit rate 4.4% among 360,000; AID 504333; further: potency means the concentration at half of the fitted maximal effect; on the % scale 0 is the no-effect control and ±100 the full control effect; nearly all actives have a fitted effect of over 60% in size
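AlphaScreen luminescence quantifies BAZ2B engagement of H3K14Ac peptide; the protein and biotinylated peptide are both at 50 nM final, buffer PBS pH 7.4 with 0.01% Tween-20, all steps at room temperature.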
POLH inh: inhibitors of human DNA polymerase eta; AID 588591; recombinant Pol eta, fluorescent DNA replication assay; Potency, µM (top dose mostly 114 µM), without a hit: top-dose activity change, negative = inhibition, usual class: inhibitors; hit rate 1.2% among 390,000; further: potency means the concentration at half of the fitted maximal effect; on the % scale 0 is the no-effect control and ±100 the full control effect
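Pol eta at 10 nM preincubated with compounds 15 min at room temperature; reaction started with fluorescent substrate (50 nM final) and read kinetically at 0 and 10 min.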
JMJD2A Tudor: JMJD2A Tudor domain (human) inhibition | Potency, µM (top dose mostly 114 µM), inactives show top-dose activity change, negative = inhibition, most hits filed as inhibitors | hit rate 4.4% among 390,000 | AlphaScreen JMJD2A-Tudor / H3K4me3 peptide binding | AID 504339 | O75164; further: potency means the concentration at half of the fitted maximal effect; on the % scale 0 is the no-effect control and ±100 the full control effect; nearly all actives have a fitted effect of over 50% in size
PI4K2A inh: blocks human PI4K2A kinase activity | purified PI4K2A, ADP-Glo luminescence, 1 h; hits give low values | activity change, negative = inhibition, % at 76.9 µM | hit rate 0.13% among 420,000 | Q9BTU6 | AID 1346378; in the data active means activity change below about -50%; inconclusive means mostly about -30% to -49%;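 further: -100% = wells without enzyme as full effect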
Target sequence (Q9BTU6 whole entry, looked up): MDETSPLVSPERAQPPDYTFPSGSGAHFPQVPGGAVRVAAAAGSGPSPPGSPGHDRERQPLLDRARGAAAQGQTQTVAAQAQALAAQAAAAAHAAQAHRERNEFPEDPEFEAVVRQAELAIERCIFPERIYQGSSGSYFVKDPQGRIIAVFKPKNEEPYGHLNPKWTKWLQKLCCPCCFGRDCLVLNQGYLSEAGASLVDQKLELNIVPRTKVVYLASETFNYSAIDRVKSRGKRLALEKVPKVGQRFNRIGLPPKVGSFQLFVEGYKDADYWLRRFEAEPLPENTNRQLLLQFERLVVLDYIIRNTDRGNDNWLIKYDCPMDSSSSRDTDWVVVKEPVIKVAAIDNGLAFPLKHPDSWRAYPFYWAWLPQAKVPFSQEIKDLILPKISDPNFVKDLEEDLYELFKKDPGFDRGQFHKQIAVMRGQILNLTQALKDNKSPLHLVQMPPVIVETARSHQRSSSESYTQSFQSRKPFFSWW
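In this quantitative HTS, ADP production by PI4K2A was quantified luminescently after 1 h at ambient temperature; 100 microM adenosine served as plate-quality control.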
HP1b binding inh: blocks HP1-beta chromodomain binding to methylated histone tails; P83916; hit rate 0.56% among 390,000; Potency, µM (doses to about 114 µM), for the others: at the top dose activity change, negative = inhibition, usual class: inhibitors; AlphaScreen HP1-beta / biotin-H3K9me3 peptide binding; further: potency means the concentration at half of the fitted maximal effect; nearly all actives have a fitted effect of over 70% in size; inactives centre near 23
Target sequence (P83916 whole entry, looked up): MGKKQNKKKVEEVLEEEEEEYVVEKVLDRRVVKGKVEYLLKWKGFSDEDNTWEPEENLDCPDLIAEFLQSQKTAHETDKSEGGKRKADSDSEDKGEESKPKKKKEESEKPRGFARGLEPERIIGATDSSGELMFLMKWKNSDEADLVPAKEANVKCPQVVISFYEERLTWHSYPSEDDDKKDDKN
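HP1-beta protein (50 nM final) preincubated 30 min at room temperature with biotinylated H3(1-18)K9me3 peptide (50 nM) in PBS pH 7.4, 0.01% Tween-20, then compound added for 30 min. AlphaScreen streptavidin donor/nickel chelate acceptor beads (10 ug/mL final), 30 min dark, luminescence read.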
Starred values were filed as active, the others as inactive; i = inactive; u = inconclusive; x = not tested or not shown; & = joins results of further samples; [ ] = another dose, or the depositor's remark. Unless noted, the call rests on the fitted dose curve; in most records, active means well fitted curve in the direction sought with a large enough effect; inconclusive means small, poorly fitted or top-dose-only effect, or another doubt; inactive means no such curve, though single readings can be large; an effect the other way counts as inactive or inconclusive.

SMILES	G9a block	GLS inhibitor	Pin1 inh	Tb PGK inh	BAZ2B block	POLH inh	JMJD2A Tudor	PI4K2A inh	HP1b binding inh
OCc1ccc(OCCCOc2cccc3cccnc23)cc1	-22.9%	-7.7%	3.6%	-2.1%	-0.6%	-10.8%	-22.0%	1.7	19.0%
CCOc1ccc(S(=O)(=O)N(C)CC(=O)NCc2ccccn2)cc1	17.3%[59 µM]	-6.7%	-1.2%	0.8%	7.0%	-25.6%	4.9%	1.3	20.2%
O=C(c1ccccc1)c1nccn1-c1ccc(Cl)nn1	17.5%	0.2%	-3.9%	7.9%	-10.7%	-2.7%	-6.2%	5.5	71.6%[activator]
CCOc1ccc(/C(O)=C2\C(=O)C(=O)N(CCN(C)C)C2c2cc(OC)ccc2OC)cc1Cl (stereo not given)	x	1.0%	4.3%	2.7%	x	2.6%	-6.2%	1.4	14.7%
CCc1nc2ccc(C(=O)NCCc3ccc(OC)cc3OC)cc2nc1CC	8.0%[59 µM]	-14.7%	-5.2%	i	-5.5%	-16.5%	-7.3%	0.5	21.5%
Cc1cccc(NC(=S)NNC(=O)c2cc3c(s2)CCC(C)C3)c1C (stereo not given)	u	19.3%	7.0%	7.0%	11.5%	-11.7%	u	3.3	-7.0%
O=C(NCCCN1CCOCC1)c1sc2cc(F)ccc2c1Cl	u	-0.1%	6.4%	13.2%	-10.2%	-22.9%	-12.5%	-2.1	38.5%
COc1nc(OC)nc(Oc2ccc([N+](=O)[O-])cc2Cl)n1	-1.5%[59 µM]	1.5%	2.4%	-6.2%	-13.4%	-21.2%	-4.1%	4.3	-1.0%
O=C(Cn1cnc2c(cnn2-c2ccccc2)c1=O)Nc1ccc(S(=O)(=O)N2CCOCC2)cc1	24.7%[59 µM]	-2.6%	32.3%[activator]	-5.4%	3.9%	-22.1%	-22.1%	-6.7	13.3%
O=C(NCc1ccccc1)[C@]1(C(F)(F)F)C[C@H](CCc2ccccc2)CCCO1	x	1.6%	-5.2%&3.5%	-9.4%	x	-6.9%	17.3%&35.2%	-2.0	58.1%&97.5%[activator]
CCn1c(SCC(=O)Nc2nc3ccccc3s2)nnc1-c1ccc(OC)cc1	-2.0%[12.7 µM]	-2.8%	8.3%	-9.2%	8.0%	u	-6.7%	1.4	23.6%
COC(=O)c1[nH]c2ccc(C)cc2c1NC(=O)CN1CCN(c2ccc(F)cc2)CC1	u	28.0%	-2.4%	-1.1%	u	-10.1%	-20.5%	8.3	-1.0%
CSCC(C)N1CCC(CO)(CCCc2ccccc2)CC1 (stereo not given)	x	12.6%	5.9%	7.3%	-0.2%	7.3%	-20.3%	2.8	18.0%
CCOC(=O)CCCCCC(=O)Nc1ccc2c(c1)CC(=O)N([C@H](C)CO)C[C@H](C)[C@H](CN(C)S(=O)(=O)c1ccc(OC)cc1)O2	x	-4.4%	18.8%	2.4%	x	-28.7%	-14.2%	2.3	43.6%[activator]
O=C(Cc1ccccc1[N+](=O)[O-])NCC(=O)c1ccc2c(c1)OCO2	x	-3.5%	-3.9%	-7.8%	x	-7.7%	-1.4%	0.5	32.0%

Reprinted at random: three records from the list, in no set order.
SMILES	G9a block	GLS inhibitor	Pin1 inh	Tb PGK inh	BAZ2B block	POLH inh	JMJD2A Tudor	PI4K2A inh	HP1b binding inh
CSCC(C)N1CCC(CO)(CCCc2ccccc2)CC1 (stereo not given)	x	12.6%	5.9%	7.3%	-0.2%	7.3%	-20.3%	2.8	18.0%
CCOC(=O)CCCCCC(=O)Nc1ccc2c(c1)CC(=O)N([C@H](C)CO)C[C@H](C)[C@H](CN(C)S(=O)(=O)c1ccc(OC)cc1)O2	x	-4.4%	18.8%	2.4%	x	-28.7%	-14.2%	2.3	43.6%[activator]
CCc1nc2ccc(C(=O)NCCc3ccc(OC)cc3OC)cc2nc1CC	8.0%[59 µM]	-14.7%	-5.2%	i	-5.5%	-16.5%	-7.3%	0.5	21.5%

Continued:
SMILES	G9a block	GLS inhibitor	Pin1 inh	Tb PGK inh	BAZ2B block	POLH inh	JMJD2A Tudor	PI4K2A inh	HP1b binding inh
O=C(Oc1ccccc1)N1CCN(c2ccccc2F)CC1	64.0%[activator]	-11.0%	2.0%	-3.1%	-9.9%	-2.2%	12.2%	-0.8	60.8%[activator]
COC(=O)c1c(NS(C)(=O)=O)sc2c1CCCC2	u	-8.1%	u	-0.3%	-5.9%	-3.4%	-20.1%	-3.6	34.0%
C[C@H]1CN([C@@H](C)CO)C(=O)c2cccc(NC(=O)Nc3ccc(C(F)(F)F)cc3)c2O[C@@H]1CN(C)S(=O)(=O)c1ccccc1	x	1.9%	u	5.5%	x	-16.1%	u	1.3	32.5%
Cc1ccccc1OCCC(=O)OCC(=O)NC1CCCC1	2.1%	-6.8%	-6.0%	-7.9%	10.1%	-21.6%	-11.9%	-0.8	6.9%
CCOC(=O)N1CCN(c2ccc(S(=O)(=O)N(Cc3ccccc3)Cc3ccccc3)cn2)CC1	u	-10.4%	6.8%	-24.4%	10.1%	u	-3.9%	-1.0	49.6%[activator]
Cc1ccc(NC(=C(C#N)C#N)c2ccccc2)cc1	x	2.5%	x	-9.6%	x	-2.7%	x	-4.1	x
COc1ccc(-c2cc3c(=O)n(CC(=O)Nc4cccc(Cl)c4)ncn3n2)cc1	x	3.9%	13.9%	-0.3%	-0.8%	-24.0%	-5.5%	-2.0	20.7%
CSCCC(Nc1nc2ccccc2s1)C(=O)O (stereo not given)	23.0%[59 µM]	23.8%	-5.9%	-7.9%	-4.8%	-12.5%	-12.1%	-3.7	30.7%
O=C(NCc1ccccc1)c1c[nH]c2ccc(S(=O)(=O)Nc3ccc4c(c3)OCCO4)cc2c1=O	u	-1.1%	14.5%	-3.0%	-38.2%	u	-34.6%	6.9	-9.6%
CCN(CC(=O)NCc1cccs1)C(=O)c1cccc(S(=O)(=O)Nc2ccccc2Cl)c1	-33.2%	10.2%	-7.5%	-5.6%	15.4%	-1.8%	-6.2%	0.8	11.1%
Cc1ccc(C(=O)NC(Cc2ccccc2C(F)(F)F)C(=O)O)cc1 (stereo not given)	x	11.1%	-1.7%	-8.4%	x	-7.9%	-22.3%	-3.9	30.9%
O=C(COc1ccc(S(=O)(=O)N2CCCC2)cc1Cl)NCc1ccccn1	15.3%	5.1%	-2.2%	-7.7%	0.6%	-10.5%	-13.2%	-4.1	16.7%
Cc1sc2nc(C3CC3)nc(N3CCN(C(=O)c4ccc(Cl)cc4)CC3)c2c1C	44.7µM*	-6.2%	44.0%[activator]	-1.9%	u	-25.5%	44.7µM*	-11.5	16.4%
CC(C)CC(=O)NC(c1ccccc1)c1c(O)ccc2ccccc12 (stereo not given)	u	-10.0%	1.9%	5.8%	-38.7%	-7.2%	-21.0%	-0.5	4.3%
CCN(CC)C(=O)C1=CC(c2ccc3c(c2)OCO3)=NS(=O)(=O)N1C	-26.2%[59 µM]	13.5%	-2.3%	9.2%	-7.3%	-5.4%	-11.6%	-2.7	19.3%
COc1ccc(S(=O)(=O)N2CCOCC2)c(C)c1C	13.2%[59 µM]	-1.6%	-3.1%	x	3.0%	-11.1%	u	1.0	43.2%[activator]
CCN1C(=O)CC(N2CCC(Cc3ccccc3)CC2)C1=O (stereo not given)	-2.0%	1.4%	4.2%	-1.7%	3.4%	5.7%	-4.8%	-2.2	20.1%
O=C(OCC(=O)N1CCc2ccccc2C1)c1cc(=O)[nH]c2ccccc12	11.9%[12.7 µM]	7.0%	1.9%	5.2%	-13.2%	-5.7%	-20.5%	-2.6	15.2%
CC(C)(C)c1cc(N)on1	14.9%[59 µM]	9.8%	0.5%	20.9%	-3.4%	-5.3%	0.0%	-0.9	19.7%
COc1ccc(C(=O)NC2=C(C#N)CCC2)cc1OC	-5.3%	6.2%	-0.8%	-6.4%	-5.1%	-1.8%	-4.5%	0.8	30.5%
O=C(CSc1nc2c([nH]c3ccccc32)c(=O)n1-c1ccccc1F)Nc1cccc(C(F)(F)F)c1	0.2%[59 µM]	-5.6%	-1.2%	7.6%	-9.1%	-27.5%	-17.1%	-3.0	21.0%[57 µM]
Cc1cc(NC(=O)CSc2n[nH]c(CC(C)C)n2)no1	-35.1%[12.7 µM]	-5.4%	-5.4%	-5.8%	29.7%	-12.5%	8.6%	7.9	19.6%
COCCOC(=O)c1c(C)oc2ccc(NS(=O)(=O)c3ccc(C)cc3)cc12	0.9%	-5.3%	5.2%	-1.6%	-24.2%	-16.8%	-12.9%	4.4	23.5%
Cc1c(C(=O)N2CCN(S(C)(=O)=O)CC2)oc2ccccc12	-42.2%[12.7 µM]	1.5%	2.6%	i	1.5%	-6.3%	-10.4%	6.4	16.1%
COC(=O)C1=C(C)N(C)C(C)=C(C(=O)OC)C1c1ccc(Cl)cc1	-5.2%[59 µM]	-8.1%	0.4%	-1.1%	7.3%	-13.8%	2.9%	13.7	32.6%
C[C@@H]1CN([C@H](C)CO)C(=O)Cc2cc(NS(=O)(=O)c3cn(C)cn3)ccc2O[C@H]1CN(C)S(=O)(=O)c1ccc(Cl)cc1	x	-10.5%	-2.3%	i	x	-10.2%	-9.6%	-6.9	73.5%[activator]
Cc1csc(=O)n1CCC(=O)OCC(=O)NNC(=O)c1ccc(Cl)cc1	44.7µM*	19.8%	-12.6%	-6.9%	-1.4%	9.4%	-13.8%	1.4	17.0%
CCOc1ccc(NC(=O)C(=O)NCCN2CCN(C(=O)c3ccc(C)cc3)CC2)cc1	24.2%	-0.5%	-2.4%	0.7%	-0.1%	-20.6%	-5.6%	0.4	-1.9%
CCc1nnc(N/N=C/c2cc(Br)c(O)cc2O)n1N	50.1µM*	25.6%	-15.7%	-6.2%	50.1µM*	-13.3%	79.4µM*	u	41.0%

Bioassay records deposited in PubChem by National Center for Advancing Translational Sciences (NCATS).

A portion of the library; rates above refer to the full screens.
